# KKLEB cytotox: reduces viability of KKLEB cystic fibrosis airway cells. activity change (cytotoxicity), % at 5 µM. actives 0.36% (n = 360,000). KKLEB CF airway cells viability, ATPlite luminescence, overnight; active compounds read low; cells stimulated with P. aeruginosa culture filtrate. AID 602141;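 active = corrected activity change at or below -50% at 5 µM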
# TROY NFkB inh: blocks TROY-dependent signaling in reporter cells; Q293 LMP1-TROYcd NF-kB luciferase reporter, 4 h; inhibition, % at 10 µM; actives 0.98% (n = 360,000); AID 1347056;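 active = compounds whose plate-normalised and pattern-corrected inhibition of the luciferase reporter signal at the single screening dose is 50% or more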
# Shn3 inh set2: Schnurri-3 reporter inhibition in Clone20 osteoblasts. Clone20 osteoblast Shn3 3'UTR firefly luciferase, 24 h. inhibition, % at 12.5 µM. actives 0.52% (n = 360,000). AID 588674;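 active = mean inhibition of at least 75% with every replicate also reaching 75%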;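 note: 0% = median of neutral control wells and 100% = pilot-screen positive control compound; some compounds past the cut are filed as inactive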
# NR2E3 ag-1: activates human photoreceptor nuclear receptor NR2E3; Q9Y5X4; GST-NR2E3/biotin-RetCOR TR-FRET, 1536-well; inhibition of corepressor binding, % at 4.78 µM; actives 0.12% (n = 320,000); AID 2300;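 active = percent inhibition above the cutoff of mean plus 3 SD of all tested compounds, set per screening campaign, cut at about 20% in these data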;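 note: 0% = DMSO wells and 100% = biotin wells as full block of FRET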
# Target sequence (Q9Y5X4 whole entry, looked up): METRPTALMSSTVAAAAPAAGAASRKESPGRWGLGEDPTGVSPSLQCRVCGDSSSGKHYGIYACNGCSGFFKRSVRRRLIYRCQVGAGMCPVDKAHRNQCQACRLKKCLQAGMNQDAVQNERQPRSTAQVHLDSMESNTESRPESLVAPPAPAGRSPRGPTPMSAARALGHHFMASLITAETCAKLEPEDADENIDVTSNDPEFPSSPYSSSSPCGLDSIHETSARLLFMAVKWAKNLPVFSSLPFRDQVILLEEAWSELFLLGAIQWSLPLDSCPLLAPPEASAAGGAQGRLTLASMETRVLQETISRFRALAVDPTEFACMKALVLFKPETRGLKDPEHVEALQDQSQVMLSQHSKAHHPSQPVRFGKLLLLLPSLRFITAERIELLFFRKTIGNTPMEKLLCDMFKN
#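 System: GST-tagged NR2E3 plus biotinylated RetCOR corepressor; Buffer or medium: pH 7.5 Tris-based buffer; Probe or stimulus: RetCOR corepressor, biotinylated, 7 nM; Doses: compound at 4.8 µM, single dose; Schedule: 5 h incubation at 4 °C; Technique: time-resolved FRET; Evaluation: percent inhibition of TR-FRET ratio; Replication: one well per compound, singlicate testing.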
# TRAIL sens C8: caspase-8 TRAIL sensitization; NB7+C8 cells + TRAIL, ATPlite viability luminescence; inhibition (viability loss, TRAIL sensitization), % at 10 µM; actives 1% (n = 360,000); AID 624354;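 active = compounds causing at least 50% loss of cell viability in the single-dose screen, relative to plate controls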
# CF NFkB inh: blocks PAF-induced NF-kB reporter in cystic fibrosis cells; KKLEB NF-kB-GFP reporter, GFP fluorescence overnight; inhibition, % at 5 µM; actives 0.86% (n = 360,000); AID 588850;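 active = at least 50% inhibition at 5 µM, scaled per plate between neutral and stimulator controls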;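 note: PAF is a Pseudomonas aeruginosa culture filtrate used as stimulus; plate controls were PAF-stimulated DMSO wells for no effect and unstimulated DMSO wells for full effect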
# TRPM1 prom inh: reduces MITF-dependent TRPM1 promoter luciferase signal | AID 488899 | inhibition, % at 12.5 µM | SK-MEL-5 TRPM1 promoter luciferase, 24 h | actives 0.83% (n = 330,000);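 active = mean inhibition across replicates of 60% or more, whatever share of single replicates reaches that level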; note: values of inactives mirror those of a sister screen read the other way
# Peg3 promoter: reduces Peg3 promoter-driven luciferase expression in HeLa | HeLa PEG-Prom luciferase reporter, luminescence, overnight | inhibition, % at 20 µM | actives 1.7% (n = 360,000);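 active = inhibition of at least 50% at 20 µM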
# NR2E3 ag-2: agonists of human NR2E3 nuclear receptor; Q9Y5X4; CHO-S Gal4-NCOR/VP16-NR2E3 two-hybrid, luciferase; inhibition of corepressor binding, % at 3.98 µM; actives 0.35% (n = 360,000); AID 602229;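 active = inhibition above the mean of all tested compounds plus 3 SD, cut at about 70% in these data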;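 note: 0% = DMSO with NR2E3 transfected cells and 100% = cells lacking NR2E3 construct; higher means lower luciferase signal from less NR2E3 corepressor binding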
# HIF-2a inh: blocks HIF-2a reporter activity; 786-0 RCC cells HIF-2a reporter, luciferase luminescence, overnight; inhibition, % at 18.8 µM; actives 0.72% (n = 360,000); AID 624352;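 active = inhibition of the luminescence signal of 40% or more relative to plate controls, in a single-dose primary screen at 18.75 µM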
# TWEAK-Fn14 inh: inhibitors of TWEAK-Fn14 interaction signaling; actives 2% (n = 360,000); AID 1159606; TWEAK-stimulated Fn14 reporter cells, luciferase luminescence, 8 h; inhibition, % at 10 µM; in the data active = inhibition above about 50%
# * = called active by the depositor; x = not tested or not shown. Some of the compounds tested; the hit share may differ from the screen's.
# Each structure is followed by: KKLEB cytotox	TROY NFkB inh	Shn3 inh set2	NR2E3 ag-1	TRAIL sens C8	CF NFkB inh	TRPM1 prom inh	Peg3 promoter	NR2E3 ag-2	HIF-2a inh	TWEAK-Fn14 inh
- CCn1c(=O)c(C(=O)NNC(=O)c2ccc(Cl)cc2Cl)c(O)c2ccccc21
→ 0	-23	5	1	-11	2	10	-4	7	4	1
- Cc1ccc2nc(-c3ccc(F)cc3)c(Cc3ccccn3)n2c1
→ -9	-34	-101	x	10	-7	x	-289	-138	-213	4
- Cc1cc(OCC(=O)Nc2ccccn2)c2c(C)c(C)c(=O)oc2c1
→ -14	-13	11	1	-30	-35	-4	-8	-18	-40	-6
- NC(=O)c1ccc(C(F)(F)F)n(Cc2ccccc2Cl)c1=O
→ -9	9	8	-2	4	23	-2	13	-7	22	14
- CCc1nnc(NC(=O)CN2CCN(c3cccc(OC)c3)CC2)s1
→ 6	5	-13	1	-2	-3	-9	-5	1	9	-1
- C=C(C)CSc1nc2ccccc2c(=O)n1-c1c(C)n(C)n(-c2ccccc2)c1=O
→ 10	-10	-1	-2	-2	-9	8	15	3	13	-12
- O=C(COc1ccc(S(=O)(=O)N2CCCCC2)cc1)NC1CCCCC1
→ 3	15	13	0	-12	-4	1	9	-5	10	9
- CN(CC(=O)Nc1cccc(F)c1)C(=O)c1csc2c1CCCC2
→ 7	-7	10	1	-2	-3	13	6	7	7	4
- O=C1CN(C(=O)CSc2nc(-c3ccc(Cl)cc3)cs2)c2ccccc2N1
→ 3	31	7	1	6	-7	2	4	14	-9	13
- CCOC(=O)C1(CCc2ccccc2)CCN(C(=O)CCc2cnccn2)CC1
→ 32	-50	-8	-1	-7	1	-22	-54	-14	-92	-12
- CCNC(=O)c1cc(Br)ccc1Cl
→ 4	13	-6	3	-6	-7	-10	14	17	10	17
- O=C(NCc1ccccc1)C1=C[C@H](c2ccc(C(F)(F)F)cc2)C[C@H](OCc2ccc(CO)cc2)O1
→ -17	-2	8	-1	4	0	-7	16	-20	-1	3
- O=C(Nc1ccc([N+](=O)[O-])cc1)c1ccc(Cn2cc([N+](=O)[O-])cn2)cc1
→ -14	23	66	1	20	-1	3	15	-22	-10	13
- Cc1ccc(NC(=O)Cc2c(Cl)cccc2Cl)cc1S(=O)(=O)N(C)C
→ -1	-2	7	5	2	8	-14	4	-14	16	5
- NC(N)=NN=Cc1ccnc2ccccc12
→ 13	0	-4	x	-7	-27	x	20	4	18	-12
- CC(C)N(C(=O)[C@H]1C[C@H](CC(=O)NCc2cccc(C(F)(F)F)c2)C(=O)N2CCc3c([nH]c4ccc(Cl)cc34)[C@]12C)C(C)C
→ -41	31	12	x	27	60*	28	59*	-3	-16	48
- COc1ccc(CN(C)C(=O)Cc2c[nH]c3ccccc23)cc1
→ 1	12	9	-1	10	-27	2	-1	-20	-14	4
- O=C(/C=C/c1cccs1)c1ccc(NC(=O)c2ccccc2F)cc1
→ 8	-58	-7	1	-10	-8	-36	-127	-6	-166	-14
- CCOC(=O)C1CCCNC1=O (stereo unspecified)
→ -1	11	-19	-3	-18	13	-1	9	-30	17	3
- COc1cccc2c(=O)n(CC(=O)N3CCCCCC3)ccc12
→ 13	-1	9	0	13	-2	-7	9	-9	11	23
- O=C(NC(=S)NNC(=O)c1ccccc1O)c1ccco1
→ 3	-58	-9	-1	23	-9	5	-13	-29	-31	-16
- CC(C)NC(=O)c1cc(=O)n(C)c(=O)n1C
→ 8	-20	2	1	2	-4	22	8	0	-4	0
- CCCN1CN=C(Nc2nc3ccccc3o2)NC1
→ -2	-61	-63	-6	-12	-1	-81	-122	-51	-146	-2
- COc1ccc(C(=O)OCC(=O)NCCc2ccc(F)cc2)cc1S(=O)(=O)N1CCOCC1
→ 8	6	2	x	-11	-11	2	-4	-1	6	-1
- COc1ccc(N(CC(=O)Nc2cccc(C(F)(F)F)c2)S(C)(=O)=O)cc1
→ -8	13	-3	-2	-9	6	-8	-8	-38	-42	-18
- Nn1c(SCc2ccc([N+](=O)[O-])cc2)nc2ccccc2c1=O
→ -1	-5	0	3	-2	-10	-18	-11	-32	-11	-2
- Cc1ccc(C(=O)OCC(=O)Nc2nc(-c3ccccc3)cs2)cc1NC(=O)c1ccco1
→ 7	39	-29	1	1	1	-16	-26	-30	-130	3
- COc1ccc(OC)c(NC(=O)C2CCN(Cc3cnn(-c4ccccc4)c3-n3cccc3)CC2)c1
→ -7	9	37	1	-3	-18	13	5	-8	3	-4
- O=C(COC(=O)/C=C/c1ccc(OC(F)F)cc1)Nc1ccc2[nH]c(=O)[nH]c2c1
→ 1	-12	97*	x	-14	-6	-10	18	16	7	-25
- CCOC(Cn1ccc(=O)[nH]c1=O)OCC
→ 4	-5	0	-1	-6	-1	7	-4	-26	6	45
- COc1ccc(C(=O)Nc2cccc(-c3cnc4ccccc4n3)c2)cc1
→ -8	-56	-5	1	5	9	-5	-24	-38	-49	27
- COCCNC(=O)C(c1cccs1)N(C(=O)Cn1nnc2ccccc21)c1ccc2c(c1)OCO2 (stereo unspecified)
→ -4	-26	-5	1	37	6	9	42	-13	14	9
- CCCCOc1ccc(C(=O)NCC(=O)N2CC(C)CC(C)C2)cc1 (stereo unspecified)
→ 4	10	-10	1	6	6	5	18	0	22	12
- COc1cccc(CN2CCN(c3ccc(F)cc3)C2=O)c1
→ -3	-28	-6	-1	-8	18	-10	-38	-46	-50	-10
- O=C(O)CCSc1ncnc2sc(-c3ccccc3)cc12
→ -7	63*	61	-1	28	7	x	25	31	91*	86*
- Cc1cc(C(=O)CCC(=O)N(C)CC(=O)Nc2ccccc2Br)c(C)s1
→ -15	10	2	1	-5	19	-4	2	2	16	10
- N#CCCN(Cc1cccnc1)C(=O)Nc1cccc(Cl)c1
→ -20	1	-3	5	-3	3	10	7	-7	8	-2
- CC1CCC(NC(=O)CCS(=O)(=O)c2ccc3c(c2)oc(=O)n3C)CC1 (stereo unspecified)
→ 4	4	-8	-2	-32	-12	-1	10	-2	-1	-8
- C/C(=N\NC(=S)Nc1ccc(F)cc1)C1CC1
→ 1	-5	5	-1	-8	2	4	-32	-32	-31	5
- COc1ccc([C@H](NC(=O)OC(C)(C)C)C(=O)OC(C)(C)C)cc1
→ -16	-1	17	0	1	8	-8	-28	13	3	6

# Full records, quoted from the list. Values in the order: KKLEB cytotox	TROY NFkB inh	Shn3 inh set2	NR2E3 ag-1	TRAIL sens C8	CF NFkB inh	TRPM1 prom inh	Peg3 promoter	NR2E3 ag-2	HIF-2a inh	TWEAK-Fn14 inh
# CCCCOc1ccc(C(=O)NCC(=O)N2CC(C)CC(C)C2)cc1 (stereo unspecified) is listed with 4	10	-10	1	6	6	5	18	0	22	12
# Cc1cc(C(=O)CCC(=O)N(C)CC(=O)Nc2ccccc2Br)c(C)s1 is listed with -15	10	2	1	-5	19	-4	2	2	16	10
# N#CCCN(Cc1cccnc1)C(=O)Nc1cccc(Cl)c1 is listed with -20	1	-3	5	-3	3	10	7	-7	8	-2

# Carrying on:
# Each structure is followed by: KKLEB cytotox	TROY NFkB inh	Shn3 inh set2	NR2E3 ag-1	TRAIL sens C8	CF NFkB inh	TRPM1 prom inh	Peg3 promoter	NR2E3 ag-2	HIF-2a inh	TWEAK-Fn14 inh
- CCCN1CNC(=S)N(CC2CCCO2)C1 (stereo unspecified)
→ -3	-7	-8	0	-10	6	-1	10	-8	7	-1
- COC1(OC)C(=N/O)/C(=N\O)CCC1O (stereo unspecified)
→ -3	2	-14	0	-7	-13	-2	11	8	-10	28
- Cc1ccc(S(=O)(=O)N2CCN(C(=O)Cc3ccccc3)CC2)cc1C
→ 3	-1	-10	4	5	8	-4	8	24	7	-7
- O=C(Nc1ccc(N2CCCCC2)cc1)c1cc([N+](=O)[O-])cc([N+](=O)[O-])c1
→ 2	-4	6	0	-11	-15	1	-22	29	-55	-22
- CC(C)(C)NC(=O)CCN1CCOCC1
→ 5	-4	4	1	-2	-12	5	-1	21	4	8
- CN(Cc1ccccc1)C(=O)c1ccc(NC(=O)Cc2ccc(NC(=O)C3CCN(C(=O)CCc4ccccc4)CC3)cc2)cc1
→ -1	19	51	x	10	8	14	-3	6	10	18
- C=CCN1C(=O)C(CC(=O)NCC)SC1=Nc1cc(Cl)ccc1Cl (stereo unspecified)
→ -16	3	14	4	-12	4	-8	10	-23	19	3
- Cc1nc(NS(=O)(=O)c2ccccc2)sc1NC(=O)Nc1ccc(Cl)cc1
→ -8	-3	18	0	-8	11	-5	2	-4	4	5
- Cn1c(Oc2ccc(F)cc2F)c(C=O)c2ccccc21
→ -7	4	9	2	2	14	9	0	-24	16	8
- COc1cc(Br)cc(CN2CCN(C/C=C/c3ccccc3)CC2)c1O
→ -9	-55	2	-2	13	1	-2	15	-8	-2	-7
- CCOC(=O)C1(Cc2ccc(OC)cc2)CCN(C(=O)c2ccc3[nH]ccc3c2)CC1
→ -8	-9	8	1	30	16	8	-24	-53	-76	3
- CCN1C(=O)N(CN2CCOCC2)C2C1N(CN1CCOCC1)C(=O)N2CC (stereo unspecified)
→ 4	0	11	-2	-5	0	-5	7	35	2	3
- COc1cccc(CNCc2ccc3c(c2)OCO3)c1
→ 10	1	7	x	2	-18	0	4	-29	19	-11
- Cc1ccccc1CN1CCN(CC(=O)NCc2ccccn2)C1=O
→ -5	-15	13	1	0	21	x	-6	-21	12	0

# A run of entries from further up, for reference:
# Each structure is followed by: KKLEB cytotox	TROY NFkB inh	Shn3 inh set2	NR2E3 ag-1	TRAIL sens C8	CF NFkB inh	TRPM1 prom inh	Peg3 promoter	NR2E3 ag-2	HIF-2a inh	TWEAK-Fn14 inh
- CCn1c(=O)c(C(=O)NNC(=O)c2ccc(Cl)cc2Cl)c(O)c2ccccc21
→ 0	-23	5	1	-11	2	10	-4	7	4	1
- Cc1ccc2nc(-c3ccc(F)cc3)c(Cc3ccccn3)n2c1
→ -9	-34	-101	x	10	-7	x	-289	-138	-213	4
- Cc1cc(OCC(=O)Nc2ccccn2)c2c(C)c(C)c(=O)oc2c1
→ -14	-13	11	1	-30	-35	-4	-8	-18	-40	-6

# Assay outcomes deposited in PubChem BioAssay by several laboratories.
